CCHF vOTU inh: CCHFV vOTU protease inhibition; Pep-AMC fluorescence; inhibition, % at 11.5 µM; hit rate 0.55% among 370,000; AID 651958; also: 0% = vehicle wells with enzyme and 100% = no enzyme wells
FadD28 FP inh: inhibitors of Mycobacterium tuberculosis FadD28 bisubstrate binding; FadD28 bisubstrate probe binding, fluorescence polarization; inhibition, % at 12.5 µM; hit rate 0.22% among 360,000; in the data active = inhibition above about 8.5%, passing the limit was not always enough
Rv3671c inh: inhibits the M. tuberculosis serine protease Rv3671c | AID 2606 | inhibition, % at 5.96 µM | P9WHR9 | hit rate 0.048% among 320,000; in the data active = inhibition above about 38%;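 also: extracellular domain of Rv3671c used as enzyme; 0% = enzyme with DMSO and 100% = no enzyme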
FBA Mtb inh: Mtb fructose-bisphosphate aldolase inhibition. P9WQA3. purified M. tuberculosis FBA, fluorescence read-out. AID 588726. inhibition, % at 1 µM. hit rate 2.3% among 360,000; in the data active = inhibition above about 27%;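 also: 0% = vehicle and 100% = reference inhibitor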
Target sequence (P9WQA3 whole entry, looked up): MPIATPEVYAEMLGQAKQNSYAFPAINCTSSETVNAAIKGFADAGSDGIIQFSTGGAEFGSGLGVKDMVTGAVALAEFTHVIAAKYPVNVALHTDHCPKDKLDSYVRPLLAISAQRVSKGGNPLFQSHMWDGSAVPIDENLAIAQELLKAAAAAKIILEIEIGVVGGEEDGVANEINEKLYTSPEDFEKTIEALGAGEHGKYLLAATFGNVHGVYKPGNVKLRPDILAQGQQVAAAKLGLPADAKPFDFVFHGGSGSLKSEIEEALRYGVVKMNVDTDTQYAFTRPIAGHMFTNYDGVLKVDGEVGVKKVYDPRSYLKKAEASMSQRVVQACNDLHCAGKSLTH
VHR inh abs: DUSP3 (human) phosphatase inhibition; hit rate 0.52% among 290,000; recombinant VHR phosphatase, pNPP absorbance; inhibition, % at 13.3 µM; in the data active = inhibition above about 50%; also: some compounds called inactive have numbers as strong as hits
Target sequence (P51452 whole entry, looked up): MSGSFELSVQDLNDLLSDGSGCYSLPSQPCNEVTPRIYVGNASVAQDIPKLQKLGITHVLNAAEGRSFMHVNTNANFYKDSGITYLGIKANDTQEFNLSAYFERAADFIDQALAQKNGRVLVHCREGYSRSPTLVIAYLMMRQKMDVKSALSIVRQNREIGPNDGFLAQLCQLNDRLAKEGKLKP
BoNT F protease: blocks Botulinum neurotoxin F light chain protease; hit rate 0.22% among 360,000; AID 588497; Multiplex microsphere protease cleavage assay, flow cytometry; inhibition, % at 10 µM; in the data active = inhibition above about 35%, passing the limit was not always enough; also: plate controls were buffer without enzyme for full effect and enzyme alone for no effect
BioA inh: BioA (M. tuberculosis) enzyme inhibition | inhibition, % at 9.99 µM | hit rate 0.096% among 360,000 | purified M. tuberculosis BioA enzyme, plate reader; in the data active = inhibition above about 40%
UGM FP inh: inhibitors of M. tuberculosis UDP-galactopyranose mutase; P9WIQ1; inhibition, % at 10 µM; purified UGM, fluorescence polarization probe displacement; AID 504406; hit rate 0.06% among 320,000; in the data active = inhibition above about 10%, passing the limit was not always enough
Target sequence (P9WIQ1 whole entry, looked up): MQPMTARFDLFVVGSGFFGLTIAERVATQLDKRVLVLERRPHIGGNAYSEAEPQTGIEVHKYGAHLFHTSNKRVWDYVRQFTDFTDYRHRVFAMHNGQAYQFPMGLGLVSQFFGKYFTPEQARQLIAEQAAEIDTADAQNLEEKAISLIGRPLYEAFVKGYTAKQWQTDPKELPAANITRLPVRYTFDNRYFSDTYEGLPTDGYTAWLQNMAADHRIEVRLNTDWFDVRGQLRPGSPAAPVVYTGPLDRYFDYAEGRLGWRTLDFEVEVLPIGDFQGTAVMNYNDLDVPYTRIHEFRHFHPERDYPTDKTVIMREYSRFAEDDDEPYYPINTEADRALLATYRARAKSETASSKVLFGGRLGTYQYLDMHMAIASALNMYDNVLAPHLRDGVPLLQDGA
GDH-TPI inh: counter-screen for M. tuberculosis FBA inhibitors: GDH-TPI coupled enzymes; GDH-TPI coupled enzyme counterscreen, NADH absorbance; inhibition, % at 4.8 µM; hit rate 1.2% among 360,000; AID 588335;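 also: 0% = DMSO wells and 100% = wells lacking the enzyme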
MazF activator: MazEF (E. coli) toxin RNase activation. P0AE70. FAM/BHQ RNA-DNA oligo cleavage fluorescence, 5 h. activation, % at 20 µM. hit rate 0.32% among 350,000. AID 504720; in the data active = activation above about 50%
Target sequence (P0AE70 whole entry, looked up): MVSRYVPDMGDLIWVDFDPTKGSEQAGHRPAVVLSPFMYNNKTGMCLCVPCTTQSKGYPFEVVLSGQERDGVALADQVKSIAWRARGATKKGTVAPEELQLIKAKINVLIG
Starred values were filed as active, the others as inactive; . = not tested or not shown. Rule as the data show it, unless noted: active = inhibition above about 30%; inactive = the rest. Compounds were not picked by outcome; any-hit rate near 4.9%.

SMILES | CCHF vOTU inh | FadD28 FP inh | Rv3671c inh | FBA Mtb inh | VHR inh abs | BoNT F protease | BioA inh | UGM FP inh | GDH-TPI inh | MazF activator
Cc1ccc(NS(=O)(=O)c2cc(C(=O)N3CCN(CCO)CC3)ccc2C)cc1 | -11 | -4.2 | 3 | -1 | . | 7 | -1.7 | . | -4 | 1
Cc1ccc(S(=O)(=O)N2CCN(C(=O)COC(=O)CCOc3ccccc3)CC2)c(C)c1 | 9 | 0.3 | -1 | 0 | . | 1 | 0.2 | 0.3 | -1 | -1
CC1=CCC[C@H]2[C@H](C1)C(=O)C[C@@H](C)[C@]2(C)CC/C(=C/CO)CO | 0 | -1.4 | -2 | 1 | . | 1 | -0.3 | . | 2 | 10
CCOc1ccc(S(=O)(=O)N2CCN(C(=O)COc3ccc(Br)cc3)CC2)cc1 | -1 | -2.8 | -7 | 3 | . | -2 | -1.7 | 2.7 | 11 | -2
C=CCNC(=O)c1onc(CSc2ccccc2CC)c1C(=O)O | 12 | -5.2 | -4 | 1 | 0 | 0 | -2.4 | -0.6 | -7 | 2
Cc1ccc(CN(Cc2cc3cccc(C)c3[nH]c2=O)C(=O)N(C)C)cc1 | -5 | -0.8 | 9 | 3 | 7 | -2 | 0.3 | -0.9 | 12 | 3
COc1ccccc1C(=O)NCCC(=O)N1CC=C(c2ccccc2)CC1 | -1 | -0.4 | 7 | 6 | . | 2 | 20 | 0.1 | 2 | 0
COc1ccc(C(=O)OCC(=O)N2c3ccccc3CC2C)cc1S(=O)(=O)N1CCOCC1 (stereo not given) | -9 | 0.0 | . | 1 | . | 3 | 0.5 | . | 2 | -3
Clc1ccc(Nc2cc(-c3ccccc3)nc3ncnn23)cc1 | -9 | -1.4 | -4 | -4 | 16 | -23 | -0.8 | 1.3 | -2 | -25
Cc1noc(NS(=O)(=O)c2ccc(NC(=O)CSc3nc4ccccc4[nH]3)cc2)c1C | 4 | -4.9 | 3 | -4 | 7 | -4 | 26 | -1.6 | -4 | -2
Cc1[nH][nH]c(=O)c1C(c1ccc(O)c([N+](=O)[O-])c1)c1c(C)[nH][nH]c1=O | 6 | 0.2 | -10 | -11 | 17 | -3 | 1.3 | -0.7 | 8 | -2
O=C(/C=C/c1cccs1)N1CCCCC1 | -9 | -4.1 | 3 | -3 | -12 | 2 | -0.2 | -1.7 | -1 | 17
S=C1NCCOCCNC(=S)NCCOCCOCCOCCN1 | 2 | -1.6 | -8 | 0 | -18 | -6 | -1.9 | -0.2 | 4 | -11
COc1ccc(N2CCN(C3CC(=O)N(c4ccc5c(c4)OCCO5)C3=O)CC2)cc1 (stereo not given) | -1 | 0.7 | 1 | 3 | 20 | -17 | 0.8 | -2.2 | 3 | -2
CCN(CC)CCOc1ccc(/C(=C(\Cl)c2ccccc2)c2ccccc2)cc1 | 10 | -10 | 5 | 5 | . | -10 | 0.0 | 2.9 | 1 | 16
O=C(CCc1ccncc1)N1CCCC(Nc2ccc(F)cc2)C1 (stereo not given) | -5 | -2.0 | 1 | -1 | 6 | 5 | 0.5 | 2.9 | 3 | -1
CCCCS(=O)(=O)N1CCN(S(=O)(=O)c2ccc(Cl)s2)CC1 | -3 | -1.6 | 0 | 4 | 14 | 3 | -4.0 | -0.5 | 10 | 4
CCCCCNC(=O)c1ccc2c(=O)n(CC3CCCO3)c(=O)[nH]c2c1 (stereo not given) | -5 | -0.7 | -1 | 6 | 24 | -8 | -1.5 | 4.5 | 2 | -2
CC(NC(=O)CN1C(=O)NC(C)(C2CC2)C1=O)c1ccc(F)cc1 (stereo not given) | 7 | -1.0 | . | -1 | . | -4 | 0.1 | . | -5 | -2
Cc1cc(C)nc(SCNC(=O)c2ccc(Cl)cc2)n1 | -1 | -1.1 | 7 | 0 | 8 | 4 | 1.0 | 0.2 | 6 | 6
O=C(O)C[C@H]1c2ccccc2S(=O)(=O)N1c1ccccc1 | 8 | -2.9 | -1 | 0 | . | -2 | -0.5 | -0.5 | -2 | 4
O=C(NCC1CC1)c1ccccc1Cl | -4 | 0.0 | -4 | 4 | 20 | 7 | -1.5 | -3.1 | 3 | 5
O=C(CCNC(=O)C1CCN(S(=O)(=O)c2ccccc2)CC1)NCc1cccc(C(F)(F)F)c1 | -2 | -4.7 | 2 | -1 | 2 | 2 | 0.5 | -0.2 | -9 | -4
COc1ccc(NC(=O)c2ccc(C(=O)c3cc(OC)ccc3OC)cc2)cc1 | . | 3.0 | -5 | 8 | 18 | 6 | -4.6 | 1.9 | -3 | -9
C#CCOCCOCCOCCNc1nc(N2CCN(C(=O)C([C@@H](C)CC)n3cc(C(N)CO)nn3)CC2)nc(N2CCN(C(=O)[C@H](CCC(=O)O)n3cc(C(N)CC(C)C)nn3)CC2)n1 (stereo not given in full) | . | 0.3 | 0 | 5 | 16 | 1 | -3.7 | -1.7 | 1 | 4
CCOC(=O)c1c(C)[nH]c(C)c1C(=O)CSc1nc2ccccc2c(=O)n1-c1ccc(C)cc1 | -16 | -0.5 | -18 | 1 | 18 | -1 | . | 0.9 | 9 | 8
O=C(NCC(c1cccnc1)N1CCN(c2ccc(F)cc2)CC1)OCc1ccccc1 (stereo not given) | 11 | -2.3 | -13 | -1 | 6 | . | . | 2.3 | -3 | 5
Cc1nc(C)c(-c2ccc(SCc3ccc([N+](=O)[O-])cc3)nn2)s1 | -32 | -1.6 | -12 | -1 | -7 | -1 | -0.1 | 0.7 | 4 | -11
Cc1cc(=O)[nH]c(SCC(=O)Nc2ccc3c(c2)CCC3)c1C#N | 12 | -2.3 | 7 | 10 | . | 4 | -0.8 | -1.4 | 0 | -2
CCN(CC)CCn1c(O)c(N=O)c2ccccc21 | 2 | 1.6 | 3 | 3 | 29 | -4 | 0.1 | 1.9 | 5 | 10
Cc1cccc(C)c1NC(=O)C1C2C=CC(C2)C1C(=O)O (stereo not given) | -3 | 1.5 | 1 | 1 | 9 | 3 | 5.3 | 1.3 | 7 | 11
COc1cccc(C(=O)OCC(=O)N2CCc3ccccc3C2)c1OC | 2 | -0.1 | 1 | 5 | . | -3 | 1.5 | -3.8 | -4 | 8
Cc1ccc([N+](=O)[O-])c(NC(=O)COC(=O)CCNS(=O)(=O)c2cccs2)c1C | -5 | 0.6 | . | -2 | . | 4 | 0.7 | . | 2 | 0
COc1ccc(C(=O)OCC2CC(c3ccccc3)=NO2)cc1OC (stereo not given) | 0 | -1.4 | -9 | -3 | 6 | 0 | . | -0.7 | -2 | 7
O=C(Nc1ccc(F)c(Cl)c1)C1CCCN(C2=NS(=O)(=O)c3ccccc32)C1 (stereo not given) | -3 | . | -8 | 4 | . | -4 | 2.3 | 2.6 | -1 | -6
COC(=O)C1=C(CS(=O)(=O)c2ccccc2)NC(=O)NC1c1ccc(O)cc1 (stereo not given) | 8 | -2.2 | 8 | -1 | 2 | -4 | 0.6 | -1.9 | 1 | -1
COc1cccc(NC(=O)N2CCCC2C(=O)NC2CCCCC2)c1 (stereo not given) | -5 | 0.5 | 8 | -1 | 6 | -4 | -1.2 | -1.5 | -3 | 6
O=S(=O)(NCC1CCCO1)c1ccc(Cl)nc1 (stereo not given) | -13 | -2.3 | -5 | 1 | -14 | 2 | . | 0.1 | 8 | 10
Cc1ccc(SC[C@H](Cc2ccccc2)N2CCN(CCc3ccccc3)CCC2=O)cc1 | 9 | -1.4 | -17 | 6 | 38 | -8 | -0.5 | 0.5 | 5 | -15
COc1ccc(S(=O)(=O)CCc2nnc(NC(=O)c3ccc(F)cc3)s2)cc1 | -13 | . | 3 | -1 | 12 | -3 | -0.2 | 0.4 | 1 | 7
Cc1ccc(C(=O)OC(C)C(=O)Nc2ccc(Cl)cn2)s1 (stereo not given) | 1 | -0.8 | 0 | -1 | . | -6 | -1.8 | -1.8 | 13 | -1
N#CCc1nn(-c2ccccc2)c(N)c1C#N | -8 | -0.1 | 0 | -3 | 13 | -4 | 0.3 | -1.4 | -7 | -2
COc1ccccc1-c1nnc(SCC(=O)Nc2ccccc2)o1 | -13 | -3.1 | 3 | -2 | -23 | -5 | 3.3 | -1.2 | 1 | -4
CCOC(=O)C(=CNc1cc(C)ccn1)C(=O)OCC | 8 | 2.7 | -4 | 0 | 30 | 0 | 0.4 | 2.9 | 27 | 6
O=C(NC1CCCC1)c1csc2c1CCCC2 | . | -2.1 | 0 | -1 | -1 | 6 | . | -1.7 | -1 | -10
CCc1cc(Cn2nc(-c3ccccc3)cc2C(=O)NCc2ccccc2OC)on1 | 9 | -0.2 | -27 | 1 | . | 0 | -2.3 | 0.5 | 12 | 3
N#CCCN(C(=S)NC(=O)C1CCCCC1)c1ccccc1F | 7 | -1.1 | 3 | 6 | . | 3 | -2.1 | -0.3 | 3 | -5
C(CCc1nn[nH]n1)CCc1nn[nH]n1 | -13 | -0.5 | 3 | 2 | 14 | -1 | . | -4.4 | 5 | 3
O=C(NNC(=O)c1cc(-c2cccc(Br)c2)nc2ccccc12)c1csc(N2CCOCC2)n1 | 6 | -4.6 | -12 | 2 | . | -6 | -1.1 | -0.6 | -1 | -11
Cc1ccc2nc(COc3ccc(N(C)S(=O)(=O)c4ccccc4)cc3)cc(=O)n2c1 | -8 | -1.6 | -13 | 9 | 9 | -3 | . | 1.3 | 21 | -3

An excerpt from the list above:
SMILES | CCHF vOTU inh | FadD28 FP inh | Rv3671c inh | FBA Mtb inh | VHR inh abs | BoNT F protease | BioA inh | UGM FP inh | GDH-TPI inh | MazF activator
O=C(NNC(=O)c1cc(-c2cccc(Br)c2)nc2ccccc12)c1csc(N2CCOCC2)n1 | 6 | -4.6 | -12 | 2 | . | -6 | -1.1 | -0.6 | -1 | -11
Cc1ccc2nc(COc3ccc(N(C)S(=O)(=O)c4ccccc4)cc3)cc(=O)n2c1 | -8 | -1.6 | -13 | 9 | 9 | -3 | . | 1.3 | 21 | -3

Next section.
SMILES | CCHF vOTU inh | FadD28 FP inh | Rv3671c inh | FBA Mtb inh | VHR inh abs | BoNT F protease | BioA inh | UGM FP inh | GDH-TPI inh | MazF activator
CC(C)n1c(-c2ccccc2)nc(=S)c2c1CCCC2 | -4 | . | -7 | . | -5 | . | . | -1.3 | . | .
CCOc1nc(C)nc(NC(=O)NS(=O)(=O)c2ccccc2Cl)n1 | 10 | -5.1 | -7 | -3 | 22 | 0 | -0.4 | 1.2 | 8 | 2
Cc1cccc(NCc2nc3ccccc3n2C)c1 | -1 | -3.5 | 9 | 0 | -2 | -5 | -0.6 | 1.9 | -14 | -3
COC(=O)c1c(C)[nH]c(C)c1C(C)=O | -11 | -0.2 | 7 | 0 | 4 | . | -2.9 | -1.6 | 5 | -8
Cc1ccc(CNC(=O)Cc2ccc(-n3cccc3)cc2)cc1 | -1 | -1.2 | -14 | -3 | 2 | 4 | -2.5 | -0.4 | 7 | -3
CCC(=O)Nc1c2c(nn1-c1cccc(Cl)c1)CSC2 | 11 | -4.0 | -8 | -1 | -4 | 0 | 2.4 | 2.5 | -3 | 7
CCCC1Cc2nc(N3CCCCC3)c(C#N)cc2CO1 (stereo not given) | . | -0.8 | -5 | 15 | 3 | -3 | 2.2 | -0.3 | -1 | -4
Cc1nc(-c2nc(-c3c(C(=O)NN)noc3C)cs2)cs1 | -3 | -3.0 | -8 | 7 | 15 | -8 | 0.3 | 0.4 | 10 | 4
COCCCn1cc(C(=O)c2cc(Br)ccc2O)cc(C#N)c1=O | -2 | 0.4 | -7 | 4 | -29 | 2 | . | -1.1 | 11 | -2

Quoted at random: four records from the list, in no set order.
SMILES | CCHF vOTU inh | FadD28 FP inh | Rv3671c inh | FBA Mtb inh | VHR inh abs | BoNT F protease | BioA inh | UGM FP inh | GDH-TPI inh | MazF activator
Cc1cccc(NCc2nc3ccccc3n2C)c1 | -1 | -3.5 | 9 | 0 | -2 | -5 | -0.6 | 1.9 | -14 | -3
CCOc1nc(C)nc(NC(=O)NS(=O)(=O)c2ccccc2Cl)n1 | 10 | -5.1 | -7 | -3 | 22 | 0 | -0.4 | 1.2 | 8 | 2
Cc1ccc(CNC(=O)Cc2ccc(-n3cccc3)cc2)cc1 | -1 | -1.2 | -14 | -3 | 2 | 4 | -2.5 | -0.4 | 7 | -3
COC(=O)c1c(C)[nH]c(C)c1C(C)=O | -11 | -0.2 | 7 | 0 | 4 | . | -2.9 | -1.6 | 5 | -8
